# influenza NS1A = H1N1 influenza NS1A inhibitors, functional cell based assay (AID 504329); NS1A functional cell-based assay, percent inhibition; higher % means a stronger effect; inhibition, % at 12.5 µM, or IC50 in µM where a hit was titrated; 340,000 compounds, 0.3% hits; in the data active means a potency from the dose series; inconclusive means inhibition above about 27% without an active follow-up result; further: strong numbers were not always called active
# inhibitors of VEEV = inhibitors of VEEV TC-83 cytopathic effect, confirmation, Vero cells (AID 588727); one-dose inhibition, % at 20 µM; IC50 in µM for titrated hits; 350,000 compounds, 0.13% hits; Vero cells, VEEV TC-83 cytopathic effect inhibition; higher % means a stronger effect; in the data active means a potency from the dose series; inconclusive means inhibition mostly from about 14% at the one dose, without a potency; inactive means the rest, 99 in 100 with inhibition below about 12%; further: strong numbers were not always called active
# tuberculosis growth = growth inhibition of non-replicating M. tuberculosis (AID 488890); 320,000 compounds, 0.39% hits; Mycobacterium tuberculosis non-replicating, growth inhibition; higher % means a stronger effect; one-dose inhibition, % at 25 µM; IC50 in µM for titrated hits; in the data active means a potency from the dose series; inconclusive means inhibition mostly from about 82% at the one dose, without a potency; inactive means the rest, 99 in 100 with inhibition below about 76%;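 further: plate controls were DMSO cells for no effect and high antibiotic wells for full effect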
# H37Rv inhibition = M. tuberculosis growth inhibition, HTS (AID 449762); M. tuberculosis H37Rv growth inhibition, 7H9 media; higher % means a stronger effect; inhibition, % at 25 µM; hits with a dose series show IC50 in µM; 330,000 compounds, 0.59% hits; in the data active means a potency from the dose series; inconclusive means inhibition above about 70% without an active follow-up result;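 further: bacterial growth assessed after seven days of incubation; strong numbers were not always called active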
# Salmonella PhoP GFP = PhoP regulon inhibitors, Salmonella typhi PhoP promoter GFP reporter, confirmatory (AID 1850); 310,000 compounds, 0.33% hits; Salmonella Typhi PhoP-promoter GFP reporter, fluorescence, 4 h; higher % means a stronger effect; one-dose inhibition, % at 50 µM; IC50 in µM for titrated hits; in the data active means a potency from the dose series; inconclusive means inhibition mostly from about 25% at the one dose, without a potency; inactive means the rest, 99 in 100 with inhibition below about 19%;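 further: 0% = induced wells with vehicle and 100% = uninduced wells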
# inhibitors of VEEV 10K pilot screen = recorded beside inhibitors of VEEV, whose call it bears; inhibition, %; measured here: 10K pilot screen inhibition
# * hit, by the source's call; i = inactive; ? = inconclusive; / = no result given; & = joins results of further samples.
SMILES,influenza NS1A,inhibitors of VEEV,tuberculosis growth,H37Rv inhibition,Salmonella PhoP GFP,others
CCn1c(COc2ccc(=O)n(-c3ccccc3)n2)nnc1SCc1ccccc1C,-1%,3.4%,12%,-15%,-3%,
O=C(Nc1cccc(Cl)c1)Nc1ccnc(-c2cccnc2)n1,-7%,11%,5%,6%,-9%,
O=C(OCC(=O)N1CCN(S(=O)(=O)c2ccc(Cl)cc2)CC1)c1cccc(OC(F)F)c1,-3%,5.3%,16%,0%,-3%,
O=C(CN1C(=O)/C(=C/c2ccccc2F)Sc2ccccc21)NCc1cccnc1,-7%,0.8%,46%,15%,-8%,
Cc1ccc(Nc2nc3ccccc3s2)cc1,3%,1.5%,-5%,11%,0%,
Cc1cc(C)n(-c2ccc(C(=O)OCC(=O)Nc3cc(Cl)ccc3[N+](=O)[O-])cc2)n1,6%,i,83%,6%,-3%,
COc1ccc(CCNC(=O)Cc2ccsc2)cc1,1%,i,-1%,1%,-8%,
COc1ccccc1NC(=O)CSc1nc2ncccc2[nH]1,-7%,i,3%,7%,-4%,
CCCCCNc1nc2sc3c(c2c(=O)n1-c1cccc(Cl)c1)CCN(C)C3,5%,1.8%,56%,11%,3%,
O=C(NNc1c(Cl)cc(Cl)cc1Cl)c1n[nH]c(=O)c2ccccc12,-4%,i,8%,6%,7%,
COC(=O)CC1NC2CCCCC2NC1=O (stereo unspecified),1%,0.5%,-22%,-16%,-5%,
COc1ccccc1C(=O)NNC(=O)c1ccc(NC(=O)CC(C)C)cc1,-7%,0.2%,27%,-8%,1%,
O=C1NC(=O)c2cc(Oc3ccc([N+](=O)[O-])cc3)ccc21,-3%,i,8%,3%,-6%,
CCOC(=O)c1c(C)nc(-c2ccccc2)nc1NC(=O)C(C)C,6%,0.2%,1%,-7%,-8%,
COc1ccc(-c2noc(CCC(=O)NC3CCCCCC3)n2)cc1,6%,i,76%,7%,-9%,
COc1ccccc1Cc1nc(-c2ccc(Br)o2)no1,-5%,8.6%,45%,-3%,-11%,
Cc1cccc(N2C(=O)NC3(CCCCC3)C2=O)c1,10%,5.9%,-4%,6%,-5%,
COC(=O)CC1=C(C(=O)OC)C(c2cccs2)C(C#N)=C(N)O1 (stereo unspecified),10%,0.9%,-6%,-2%,-4%,inhibitors of VEEV 10K pilot screen=0.8
Cc1cc(F)ccc1S(=O)(=O)Nc1nc2ccccc2nc1Cl,-2%,i,38%,1%,5%,
O=C1NC(=S)NC(=O)C1=Cc1ccc(Br)s1,6%,32%,25%,7%,-8%,
Fc1ccc(NC(=S)N2CCOCC2)c(F)c1,-5%,1.2%,-8%,-4%,-4%,
COc1ccccc1NC(=O)N1CCN(S(C)(=O)=O)CC1,-7%,2.3%,-6%,-6%,-9%,
CN(C(=O)COC(=O)C12CC3CC(CC(C3)C1)C2)c1c(N)n(Cc2ccccc2)c(=O)[nH]c1=O,-2%,0.6%,3%,11%,/,
COC(=O)c1ccc2ccccc2n1,/,/,68%,0%,-12%,
O=C(N/N=C/c1ccc2c(c1)OCO2)c1cccs1,-8%,0.9%,74%,11%,2%,
CC(=O)c1ccc(N=c2scc(C)n2C(C)C)cc1,3%,4.7%,52%,8%,-1%,
COC(=O)CNC(=O)C(NC(=O)OCc1ccccc1)C(C)C (stereo unspecified),2%,i,14%,?,6%,
CCOCC(=O)Nc1cccc(-c2nc3cccnc3s2)c1C,-5%,2.4%,36%,-1%,5%,
COC(=O)CSc1nnnn1-c1ccccc1,8%,i,63%,-5%,7%,
CCCSC1=C(C#N)C(c2ccc(Cl)cc2Cl)CC(=O)N1 (stereo unspecified),-1%,i,43%,>25µM*,-2%,

# Fetched one by one from the list above:
SMILES,influenza NS1A,inhibitors of VEEV,tuberculosis growth,H37Rv inhibition,Salmonella PhoP GFP,others
CCOCC(=O)Nc1cccc(-c2nc3cccnc3s2)c1C,-5%,2.4%,36%,-1%,5%,
O=C(N/N=C/c1ccc2c(c1)OCO2)c1cccs1,-8%,0.9%,74%,11%,2%,

# Other results.
SMILES,influenza NS1A,inhibitors of VEEV,tuberculosis growth,H37Rv inhibition,Salmonella PhoP GFP,others
COc1ccc(OCc2nc(N)nc(Nc3ccccc3OC)n2)cc1,4%,0.2%,70%,3%,-4%,
COc1ccccc1NC(=S)NC(NC(=O)c1ccco1)C(Cl)(Cl)Cl (stereo unspecified),11%,1.4%,6%,-5%,-13%,
O=C(CSc1nc2ccccc2[nH]1)NCc1ccccc1,-9%,0.3%,24%,1%,-5%,
Cc1ccc2cc(C)c(SCC(=O)NCC3CCCO3)nc2c1 (stereo unspecified),-7%,0.5%,8%,0%,-9%,
CCOc1ccc(C(=O)Oc2cc(C)[nH]c(=O)c2[N+](=O)[O-])cc1OCC,-5%,1.4%,-6%,2%,17%,
O=C(O)CN1C(=O)c2ccc(C(=O)c3ccccc3)cc2C1=O,6%,i,-7%,5%,4%,
CCCOc1ccc(C2NC(=S)NC(C)=C2C(=O)c2ccccc2)cc1OC (stereo unspecified),-7%,1.9%,17%,13%,-7%,
COc1ccc(OC)c(S(=O)(=O)NCc2ccc(N3CCN(C)CC3)cc2)c1,-8%,1.6%,-16%,-1%,-4%,
O=C(O)C1C2C=CC(C2)C1C(=O)Nc1cccc(Cl)c1 (stereo unspecified),-4%,1.9%,-2%,4%,1%,
CC1=C(C(=O)OCc2ccccc2)C(c2cccnc2)n2nnnc2N1 (stereo unspecified),-1%,0.1%,-16%,-3%,-12%,
COc1ccc(S(=O)(=O)N2CCN(c3nc(-c4cccnc4)nc4ccccc34)CC2)cc1,-16%,7.5%,70%,8%,/,
Cc1ccc(C2C(C(=O)c3cc4ccccc4o3)=C(O)C(=O)N2CCN2CCOCC2)cc1 (stereo unspecified),0%,1.6%,48%,-4%,4%,
O=C(CSCc1ccc(Cl)cc1)Nc1cccc(C(=O)O)c1,0%,0.2%,-8%,2%,-5%,
COc1ccc(C(=O)Nc2c(N)nc(SCC(=O)c3ccccc3)[nH]c2=O)cc1,-4%,0.8%,4%,-1%,-11%,
COc1ccc(S(=O)(=O)N2CCCOC2CNC(=O)C(=O)NCc2ccco2)cc1C (stereo unspecified),1%,0.2%,4%,-14%,-9%,
CCOC(=O)C1CCCN(C(=O)c2cccc(S(=O)(=O)N(C)c3c(C)n(C)n(-c4ccccc4)c3=O)c2)C1 (stereo unspecified),-5%,0.1%,-8%,-22%,-1%,
COc1c(Cl)cc(Cl)cc1/C=N/n1cnnc1,-1%,0.1%,-12%,-3%,4%,
CSc1ccccc1NC(=O)c1ccc(N2CC3CC(C2)c2cccc(=O)n2C3)c(NC(=O)c2cccnc2)c1 (stereo unspecified),8%,0.1%,5%,2%,4%,
O=C(NCCc1ccccn1)c1n[nH]c(=O)c2ccccc12,-15%,i,-7%,-25%,-14%,
COc1cc2c(cc1OC)C(Nc1ccc(S(N)(=O)=O)cc1)=NC(C)(C)C2,-4%,0.4%,-5%,3%,-3%,
COc1cc(Cl)cc(CN2CCC(CCC(=O)NC3CC3)CC2)c1OC,-1%,i,-5%,6%,3%,
NC(=O)c1ccc(Oc2ccc3ccc(=O)oc3c2)c([N+](=O)[O-])c1,-2%,1.2%,21%,2%,-2%,
O=C(COC(=O)CCc1c[nH]c2ccccc12)NCc1ccccc1,-4%,0.2%,?,10%,5%,
CCCn1nnnc1NCc1ccc(N(C)C)cc1,-6%,1.3%,3%,1%,-8%,
Nc1nnc(SCc2ccc([N+](=O)[O-])cc2)s1,-11%,i,9%,-12%,-4%,
COc1ccccc1OCCSc1nc2ccccc2n1CCC(=O)O,0%,i,-7%,1%,-1%,
O=C(O)C(c1ccccc1)N1CCCCC1 (stereo unspecified),-7%,0.9%,-6%,-5%,-5%,
OC(CN1CCNCC1)Cn1ccc2ccccc21 (stereo unspecified),/,/,22%,5%,-1%,
COc1ccc(Cc2nnc(SCC(=O)Nc3ccccc3C)n(N)c2=O)cc1,5%,1.2%,5%,-2%,-1%,
O=C(CSCc1ccccc1)N1CCN(S(=O)(=O)c2cccc(F)c2)CC1,3%,2.2%,12%,-8%,2%,
CCCn1c(CN(C)Cc2ccccc2)nc2c1c(=O)n(C)c(=O)n2C,3%,3.8%,-8%,-1%,-1%,
CCCOc1cccc(-c2cc(-c3n[nH]c(=S)n3CC)c3ccccc3n2)c1,22%,4.0%,-19%,16%,10%,
Cn1c(=O)c2ccccc2n(CC(=O)Nc2ccc3c(c2)OCCO3)c1=O,1%,1.4%,-4%,3%,4%,
CCOC(=O)C1CCCN(C(=O)COc2ccc(C(=O)c3ccc(F)cc3)cc2)C1 (stereo unspecified),-10%,0.3%,28%,8%,/,
N#Cc1c(NCc2ccccc2)ccnc1Cl,-17%,1.0%,-5%,3%,-1%,
CCCOc1ccccc1N/C(=N\S(=O)(=O)c1ccc(C)cc1)Nc1nc(C)cc(C)n1,-1%,4.3%,3%,8%,0%,
CC1CCCN(C(=O)Nc2ccc(Br)cc2Cl)C1 (stereo unspecified),-4%,0.7%,73%,2%,0%,
CCC1CCCCN1S(=O)(=O)c1ccc(S(=O)(=O)N2CCN(S(=O)(=O)CC)CC2)cc1 (stereo unspecified),-9%,i,-3%,-6%,-4%&-11%,
C=CCC[C@@H](Cc1ccc(F)cc1)C(=O)OC[C@H](C)NC(=O)[C@H](CC=C)CC(=O)N(CCO)Cc1ccccc1,-3%,3.7%,22%,4%,/,
O=C1C2CCCN2C(c2cccs2)N1c1ccc(Cl)cc1 (stereo unspecified),10%,17µM*,8%,-9%,-4%,
O=[N+]([O-])c1cccc2ccc(/C=C/c3ccc(C(F)(F)F)cc3)nc12,-4%,3.7%,27%,5%,-9%,
CN(C)C(=O)c1ccc(NC(=O)COC(=O)/C=C/c2cccs2)cc1,-2%,i,3%,-7%,-14%,
CC1C(=O)Nc2ccc(S(=O)(=O)Nc3ccccc3Br)cc2NC1=O (stereo unspecified),-4%,0.8%,6%,-6%,3%,
Cc1cccc(CSc2ncnc3c2cnn3Cc2ccccc2)c1,-2%,i,73%,-10%,-1%,
O=C(O)C(=Cc1ccccc1[N+](=O)[O-])c1ccccc1,0%,2.8%,/,/,/,

# In the list so far, these have a Cl atom:
SMILES,influenza NS1A,inhibitors of VEEV,tuberculosis growth,H37Rv inhibition,Salmonella PhoP GFP,others
O=C(Nc1cccc(Cl)c1)Nc1ccnc(-c2cccnc2)n1,-7%,11%,5%,6%,-9%,
O=C(OCC(=O)N1CCN(S(=O)(=O)c2ccc(Cl)cc2)CC1)c1cccc(OC(F)F)c1,-3%,5.3%,16%,0%,-3%,
Cc1cc(C)n(-c2ccc(C(=O)OCC(=O)Nc3cc(Cl)ccc3[N+](=O)[O-])cc2)n1,6%,i,83%,6%,-3%,
CCCCCNc1nc2sc3c(c2c(=O)n1-c1cccc(Cl)c1)CCN(C)C3,5%,1.8%,56%,11%,3%,
O=C(NNc1c(Cl)cc(Cl)cc1Cl)c1n[nH]c(=O)c2ccccc12,-4%,i,8%,6%,7%,
Cc1cc(F)ccc1S(=O)(=O)Nc1nc2ccccc2nc1Cl,-2%,i,38%,1%,5%,
CCCSC1=C(C#N)C(c2ccc(Cl)cc2Cl)CC(=O)N1 (stereo unspecified),-1%,i,43%,>25µM*,-2%,
COc1ccccc1NC(=S)NC(NC(=O)c1ccco1)C(Cl)(Cl)Cl (stereo unspecified),11%,1.4%,6%,-5%,-13%,
O=C(O)C1C2C=CC(C2)C1C(=O)Nc1cccc(Cl)c1 (stereo unspecified),-4%,1.9%,-2%,4%,1%,
O=C(CSCc1ccc(Cl)cc1)Nc1cccc(C(=O)O)c1,0%,0.2%,-8%,2%,-5%,
COc1c(Cl)cc(Cl)cc1/C=N/n1cnnc1,-1%,0.1%,-12%,-3%,4%,
COc1cc(Cl)cc(CN2CCC(CCC(=O)NC3CC3)CC2)c1OC,-1%,i,-5%,6%,3%,
N#Cc1c(NCc2ccccc2)ccnc1Cl,-17%,1.0%,-5%,3%,-1%,
CC1CCCN(C(=O)Nc2ccc(Br)cc2Cl)C1 (stereo unspecified),-4%,0.7%,73%,2%,0%,
O=C1C2CCCN2C(c2cccs2)N1c1ccc(Cl)cc1 (stereo unspecified),10%,17µM*,8%,-9%,-4%,

# Bioassay records (PubChem)
